IDH1 mut inh: IDH1 R132H (human) inhibition; O75874; IDH1 R132H reductase, diaphorase/resazurin fluorescence, 60 min; inhibition, % at 10 µM; 0.18% of 70,000 active; AID 624101; in the data active means inhibition above about 34%;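 further: 0% = DMSO and 100% = no enzyme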
Target sequence (O75874 whole entry R132H): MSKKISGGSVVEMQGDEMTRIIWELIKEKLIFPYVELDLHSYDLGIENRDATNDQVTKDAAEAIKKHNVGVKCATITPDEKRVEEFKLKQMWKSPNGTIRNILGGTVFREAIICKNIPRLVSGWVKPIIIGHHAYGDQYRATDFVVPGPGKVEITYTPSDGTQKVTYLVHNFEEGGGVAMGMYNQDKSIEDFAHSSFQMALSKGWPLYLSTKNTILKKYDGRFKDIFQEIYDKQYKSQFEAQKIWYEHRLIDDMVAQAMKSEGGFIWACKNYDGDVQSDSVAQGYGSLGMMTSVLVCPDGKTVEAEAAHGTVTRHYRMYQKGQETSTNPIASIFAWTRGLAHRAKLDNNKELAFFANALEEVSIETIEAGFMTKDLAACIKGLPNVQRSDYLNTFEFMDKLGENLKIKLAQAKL
EZH2 inh: inhibitors of human EZH2/PRC2 methyltransferase | Q15910 | PRC2 H3K27 methylation, DELFIA TRF, 1 h | inhibition, % at 12.5 µM | 0.35% of 57,000 active;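 active means mean inhibition of replicates at least 50% and every single replicate also reaching 50%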;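 further: dimethyl H3K27 on biotinylated H3 21-44 peptide detected by antibody; plate controls were median neutral control wells for no effect and median positive control wells for full effect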
Active calls of the source: *. These rows are one share of the data; rates above refer to the full screens.

For C[C@@H]1CN([C@H](C)CO)C(=O)c2cc(C3=CCCCC3)cnc2O[C@H]1CN(C)S(C)(=O)=O the results were EZH2 inh 4.8.
C[C@@H]1CN([C@@H](C)CO)C(=O)c2cccc(NC(=O)C3CCOCC3)c2O[C@H]1CN(C)S(=O)(=O)c1ccc(F)cc1 was read as EZH2 inh -1.2.
For O=C(Nc1cccc(Cl)c1)N[C@@H]1CC[C@@H](CCNC(=O)C2CCOCC2)O[C@@H]1CO the results were IDH1 mut inh -0.1 and EZH2 inh 5.8.
C[C@H]1CN([C@@H](C)CO)C(=O)c2cc(NC(=O)NC3CCCCC3)ccc2O[C@H]1CN(C)C(=O)NC1CCCCC1 was read as IDH1 mut inh -0.4.
Screening COc1ccc(-c2cn(CC[C@H]3CC[C@H](NC(=O)Cc4ccccn4)[C@H](CO)O3)nn2)cc1 returned IDH1 mut inh 0.2 and EZH2 inh 4.8.
For COc1ccc(NC(=O)Nc2ccc3c(c2)C(=O)N([C@@H](C)CO)C[C@H](C)[C@@H](CN(C)C)O3)cc1 the results were IDH1 mut inh -0.4 and EZH2 inh -7.1.
Screening CC(C)NC(=O)N(C)C[C@@H]1OCCCC[C@@H](C)Oc2ccc(NS(C)(=O)=O)cc2C(=O)N([C@@H](C)CO)C[C@H]1C returned IDH1 mut inh -0.3.
Screening C[C@@H]1CN([C@H](C)CO)C(=O)Cc2cc(NC(=O)C3CCCCC3)ccc2O[C@H]1CN(C)Cc1ccccc1 returned IDH1 mut inh 4.0 and EZH2 inh -7.4.
CC(C)NC(=O)Nc1cccc2c1O[C@@H](CN(C)S(=O)(=O)c1ccc(F)cc1)[C@H](C)CN([C@@H](C)CO)C2=O was read as IDH1 mut inh 1.7 and EZH2 inh -12.6.
`CCCN(C)C[C@H]1OCCCC[C@H](C)Oc2ccc(NC(=O)c3ccccc3)cc2C(=O)N([C@@H](C)CO)C[C@H]1C` gave IDH1 mut inh -3.5 and EZH2 inh 10.3.

Next section (4 carried over from the part before).
Screening CC(C)NC(=O)N(C)C[C@@H]1OCCCC[C@@H](C)Oc2ccc(NS(C)(=O)=O)cc2C(=O)N([C@@H](C)CO)C[C@H]1C returned IDH1 mut inh -0.3.
Screening C[C@@H]1CN([C@H](C)CO)C(=O)Cc2cc(NC(=O)C3CCCCC3)ccc2O[C@H]1CN(C)Cc1ccccc1 returned IDH1 mut inh 4.0 and EZH2 inh -7.4.
CC(C)NC(=O)Nc1cccc2c1O[C@@H](CN(C)S(=O)(=O)c1ccc(F)cc1)[C@H](C)CN([C@@H](C)CO)C2=O was read as IDH1 mut inh 1.7 and EZH2 inh -12.6.
`CCCN(C)C[C@H]1OCCCC[C@H](C)Oc2ccc(NC(=O)c3ccccc3)cc2C(=O)N([C@@H](C)CO)C[C@H]1C` gave IDH1 mut inh -3.5 and EZH2 inh 10.3.
Screening C[C@@H]1CCCCO[C@H](CN(C)C(=O)Nc2ccccc2)[C@H](C)CN([C@@H](C)CO)C(=O)c2cc(NS(=O)(=O)c3cccs3)ccc2O1 returned IDH1 mut inh 3.6.
Screening C[C@@H]1CN([C@H](C)CO)C(=O)c2cc(C#Cc3cccc(F)c3)cnc2O[C@@H]1CN(C)C(=O)C1CC1 returned IDH1 mut inh -2.8 and EZH2 inh 1.8.
COC(=O)CCCCCCC(=O)N/N=C/c1cc(O)ccc1[N+](=O)[O-] was read as EZH2 inh 10.0.
Cc1noc(C)c1S(=O)(=O)Nc1ccc2c(c1)CC(=O)N([C@H](C)CO)C[C@H](C)[C@@H](CN(C)S(C)(=O)=O)O2 was read as IDH1 mut inh 6.9.
`CC(=O)NNC(=O)N1Cc2ccccc2Oc2ccc(Cl)cc21` gave IDH1 mut inh -0.5 and EZH2 inh -11.9.
For CC(C)NC(=O)N(C)C[C@H]1Oc2ccc(NS(=O)(=O)c3cn(C)cn3)cc2CC(=O)N([C@H](C)CO)C[C@H]1C the results were IDH1 mut inh -2.1.
`COC(=O)COc1cccc(NC(=O)c2ccc(C)cc2)c1` gave IDH1 mut inh -0.1 and EZH2 inh -5.8.
For CO[C@@H]1CN(C)C(=O)c2cc(NC(=O)C3CCC3)ccc2OC[C@@H](C)N(Cc2ccccn2)C[C@@H]1C the results were IDH1 mut inh -0.7 and EZH2 inh -5.9.
Screening C[C@H]1CN([C@@H](C)CO)C(=O)c2cccc(NC(=O)Nc3ccc(F)cc3)c2O[C@H]1CN(C)CC1CC1 returned IDH1 mut inh 0.9.
For C[C@H]1CN([C@@H](C)CO)C(=O)c2cccc(NC(=O)Nc3ccccc3)c2O[C@H]1CN(C)C(=O)Nc1ccccc1 the results were IDH1 mut inh 1.1 and EZH2 inh 1.6.
Screening C[C@@H]1CN([C@H](C)CO)C(=O)c2cc(Br)cnc2O[C@H]1CN(C)C(=O)Nc1ccccc1F returned EZH2 inh -0.4.
Screening C[C@@H]1CN([C@H](C)CO)C(=O)CCCn2cc(nn2)CO[C@H]1CN(C)S(=O)(=O)c1ccccc1F returned EZH2 inh -0.8.
Screening Cc1ccc(S(=O)(=O)N(C)C[C@@H]2Oc3ncc(C#CCC(C)C)cc3C(=O)N([C@H](C)CO)C[C@@H]2C)cc1 returned IDH1 mut inh -0.4 and EZH2 inh -3.2.
`CC(C)c1cn(CC[C@H]2CC[C@@H](NC(=O)C3CC3)[C@@H](CO)O2)nn1` gave IDH1 mut inh 0.2 and EZH2 inh 0.6.
Screening CC(C)NC(=O)Nc1ccc2c(c1)CC(=O)N([C@@H](C)CO)C[C@H](C)[C@H](CN(C)Cc1ccc(C(F)(F)F)cc1)O2 returned IDH1 mut inh -0.2.
Screening COc1ccc(CN(C)C[C@@H]2Oc3ccc(NC(=O)Cc4ccccc4)cc3C(=O)N([C@@H](C)CO)C[C@@H]2C)cc1 returned IDH1 mut inh -0.4 and EZH2 inh 5.6.
For CNC[C@@H]1OCc2cnnn2CCCC(=O)N([C@H](C)CO)C[C@@H]1C the results were IDH1 mut inh 3.0 and EZH2 inh 3.4.
Screening C[C@@H]1CN([C@H](C)CO)C(=O)Cc2cc(NC(=O)NC3CCCCC3)ccc2O[C@H]1CN(C)Cc1ccccc1 returned IDH1 mut inh 0.0 and EZH2 inh 4.4.
Screening Cc1cc(Cl)ccc1N(CC(=O)Nc1c(C)n(C)n(-c2ccccc2)c1=O)S(C)(=O)=O returned IDH1 mut inh 0.2 and EZH2 inh 1.3.
Screening COC(=O)C1=C/c2ccccc2C(C2CC2)N(C)/C=C\1C(=O)OC (centres undefined) returned EZH2 inh -5.2.
CC(C)NC(=O)N[C@@H]1C=C[C@H](CC(=O)NCCN2CCCC2)O[C@@H]1CO was read as IDH1 mut inh 0.0 and EZH2 inh 9.6.
Screening Cc1cc(C)nc(Nc2n[nH]c(-c3cccnc3)n2)n1 returned IDH1 mut inh -0.5 and EZH2 inh -6.0.
COc1ccc(S(=O)(=O)N(C)C[C@H]2OCCCC[C@@H](C)Oc3ccc(NC(=O)Nc4cccc5ccccc45)cc3C(=O)N([C@H](C)CO)C[C@@H]2C)cc1 was read as IDH1 mut inh -4.5.
`C[C@H]1CN([C@@H](C)CO)C(=O)c2cccc(NC(=O)CCCCCC(=O)Nc3ccccc3N)c2O[C@H]1CN(C)Cc1ccncc1` gave EZH2 inh -29.4.
For C[C@H]1CN([C@@H](C)CO)C(=O)c2cc(-c3ccccc3F)cnc2O[C@@H]1CN(C)C(=O)c1cnccn1 the results were IDH1 mut inh -0.4 and EZH2 inh 7.0.
Screening Cc1cccc(NC(=O)Cn2nc(-c3ccc(Cl)cc3)c3ccccc3c2=O)c1 returned IDH1 mut inh 0.2 and EZH2 inh -4.7.
Screening CCCNC(=O)Nc1ccc2c(c1)C(=O)N(C)C[C@@H](OC)[C@H](C)CN(C(=O)C1CCCC1)[C@H](C)CO2 returned IDH1 mut inh -0.2 and EZH2 inh 2.3.
Screening COC(=O)c1cc(C)cc(O)c1C(=O)c1c(O)cccc1O returned IDH1 mut inh 7.7.
Screening C[C@@H]1CN([C@H](C)CO)C(=O)c2ccccc2-c2ccccc2CO[C@@H]1CN(C)Cc1ccncc1 returned IDH1 mut inh 2.8 and EZH2 inh 16.9.
C[C@H](CO)N1C[C@H](C)[C@H](CN(C)S(C)(=O)=O)Oc2ccc(NC(=O)Cc3cn(C)c4ccccc34)cc2CC1=O was read as IDH1 mut inh -40.0 and EZH2 inh -8.5.
C[C@@H]1CN([C@@H](C)CO)C(=O)Cc2cc(NC(=O)Nc3ccccc3)ccc2O[C@H]1CN(C)S(C)(=O)=O was read as EZH2 inh -2.0.
C[C@@H]1CN([C@@H](C)CO)S(=O)(=O)c2ccc(/C=C/c3ccccc3)cc2O[C@@H]1CN(C)C(=O)c1cccnc1 was read as IDH1 mut inh 1.9 and EZH2 inh -4.0.
C[C@H](NC(=O)C[C@@H]1C=C[C@@H](NC(=O)CN2CCOCC2)[C@H](CO)O1)c1ccccc1 was read as IDH1 mut inh -0.1 and EZH2 inh -3.0.
`COCCOC(=O)N1C(=O)[C@@]2(c3ccccc31)[C@H](C(N)=O)[C@H]1C(=O)O[C@H](c3ccccc3)[C@H](c3ccccc3)N1[C@@H]2c1ccc(O)cc1` gave EZH2 inh -3.5.
`CC(=O)N[C@@H]1CC[C@@H](CCNC(=O)C2CCCC2)O[C@H]1CO` gave IDH1 mut inh 0.0 and EZH2 inh 6.6.
C[C@H](CO)N1C[C@H](C)[C@H](CN(C)Cc2ccc(Cl)c(Cl)c2)OCCCC[C@H](C)Oc2ccc(NC(=O)Nc3ccccc3)cc2C1=O was read as IDH1 mut inh -1.0.
`CCCNC(=O)Nc1ccc2c(c1)OC[C@@H](C)N(C(=O)C1CCC1)C[C@H](C)[C@@H](OC)CN(C)C2=O` gave IDH1 mut inh -0.4 and EZH2 inh -7.1.
For NC(=O)c1ccccc1NC(=O)COc1cc(Cl)c(Cl)cc1Cl the results were IDH1 mut inh 0.0 and EZH2 inh -1.3.
Screening C[C@H]1CN([C@@H](C)CO)S(=O)(=O)c2ccc(-c3ccc(C#N)cc3)cc2O[C@H]1CN(C)C(=O)C1CC1 returned IDH1 mut inh -0.4 and EZH2 inh -0.5.
Screening CCCCCCC/C=N/NC(=O)CCCCCCC(=O)OC returned IDH1 mut inh -0.5 and EZH2 inh 11.5.

A draw from above in order of count of non-hydrogen atoms, low to high:
`CC(=O)N[C@@H]1CC[C@@H](CCNC(=O)C2CCCC2)O[C@H]1CO` gave IDH1 mut inh 0.0 and EZH2 inh 6.6.
`CCCNC(=O)Nc1ccc2c(c1)OC[C@@H](C)N(C(=O)C1CCC1)C[C@H](C)[C@@H](OC)CN(C)C2=O` gave IDH1 mut inh -0.4 and EZH2 inh -7.1.
C[C@@H]1CN([C@@H](C)CO)S(=O)(=O)c2ccc(/C=C/c3ccccc3)cc2O[C@@H]1CN(C)C(=O)c1cccnc1 was read as IDH1 mut inh 1.9 and EZH2 inh -4.0.
`COCCOC(=O)N1C(=O)[C@@]2(c3ccccc31)[C@H](C(N)=O)[C@H]1C(=O)O[C@H](c3ccccc3)[C@H](c3ccccc3)N1[C@@H]2c1ccc(O)cc1` gave EZH2 inh -3.5.

Next records
For CCCNC(=O)N(C)C[C@@H]1Oc2ncc(-c3ccc(F)cc3)cc2C(=O)N([C@@H](C)CO)C[C@H]1C the results were IDH1 mut inh -0.4 and EZH2 inh -13.0.
Screening O=C(COc1cc(Cl)c(Cl)cc1Cl)NCCN1CCOCC1 returned IDH1 mut inh 0.2 and EZH2 inh 4.3.
`CCC(=O)Nc1ccc2c(c1)OC[C@@H](C)N(C(=O)C1CC1)C[C@H](C)[C@@H](OC)CN(C)C2=O` gave IDH1 mut inh -0.1 and EZH2 inh 6.1.
COc1ccc(S(=O)(=O)Nc2ccc3c(c2)CC(=O)N([C@H](C)CO)C[C@@H](C)[C@H](CN(C)C(=O)Nc2ccccc2)O3)cc1 was read as IDH1 mut inh -0.3.
C[C@H]1CN([C@@H](C)CO)C(=O)c2cc(C#CC3CCCC3)cnc2O[C@H]1CN(C)C(=O)Cc1ccccn1 was read as IDH1 mut inh -0.3.
Screening C[C@@H]1CN([C@@H](C)CO)C(=O)CCCn2nncc2CO[C@@H]1CN(C)Cc1ccncc1 returned IDH1 mut inh 12.9 and EZH2 inh 7.4.
C[C@H](CO)N1C[C@H](C)[C@H](CN(C)C)Oc2ccc(NC(=O)Nc3ccccc3)cc2CC1=O was read as EZH2 inh -1.5.
`C[C@@H]1CN([C@H](C)CO)C(=O)CCCn2nncc2CO[C@H]1CN(C)Cc1ccc2cccnc2c1` gave IDH1 mut inh -5.2.
`C[C@@H]1CN([C@@H](C)CO)S(=O)(=O)c2ccc(-c3ccccc3)cc2O[C@@H]1CN(C)C(=O)C1CC1` gave IDH1 mut inh 1.2 and EZH2 inh 6.2.
For C[C@H](CO)N1C[C@H](C)[C@@H](CN(C)S(=O)(=O)c2cccs2)Oc2ccc(NC(=O)c3ccncc3)cc2C1=O the results were IDH1 mut inh 0.8.
`O=C(C1=C[C@H](C2CC2)C[C@H](OCCCCO)O1)N1CCOCC1` gave EZH2 inh 4.4.
C[C@@H]1CN([C@H](C)CO)S(=O)(=O)c2ccc(-c3ccc(C#N)cc3)cc2O[C@H]1CN(C)Cc1ccccn1 was read as IDH1 mut inh -1.6 and EZH2 inh -0.2.
For COc1ccc(NC(=O)Nc2ccc3c(c2)C(=O)N([C@H](C)CO)C[C@@H](C)[C@H](CN(C)CC2CCCCC2)O3)cc1 the results were EZH2 inh 1.6.
COc1cc(/C=C/c2cc(O)cc(O)c2)ccc1O[C@@H]1O[C@H](CO)[C@@H](O)[C@H](O)[C@H]1O was read as IDH1 mut inh 0.2.
O=C(C[C@@H]1C=C[C@@H](NC(=O)C2CC2)[C@H](CO)O1)Nc1ccccc1 was read as IDH1 mut inh 0.2 and EZH2 inh 2.6.
Screening C[C@H](O)C#Cc1ccc2c(c1)O[C@H](CN(C)C(=O)CC1CC1)[C@@H](C)CN([C@@H](C)CO)S2(=O)=O returned EZH2 inh -6.7.
For Cc1noc(C)c1S(=O)(=O)N(C)C[C@@H]1Oc2ccc(NS(=O)(=O)c3cn(C)cn3)cc2CC(=O)N([C@H](C)CO)C[C@H]1C the results were IDH1 mut inh 1.0.
`C/C=C/c1ccc2c(c1)O[C@@H](CN(C)C(=O)C1CC1)[C@H](C)CN([C@@H](C)CO)S2(=O)=O` gave EZH2 inh 1.7.

Bioassay records: PubChem, Broad Institute
